Assay outcomes: PubChem, NCI
Growth percent in the NCI-60 one-dose screen (48 h, 10 µM unless noted): 100 = growth as untreated, 0 = no growth, -100 = all killed.
OVCAR-5: OVCAR-5 ovarian cancer | 2.9% of 82,000 active
OVCAR-8: OVCAR-8 ovarian cancer | 4.4% of 81,000 active | AID 1794782
ACHN: ACHN renal cancer | 4.9% of 81,000 active
OVCAR-4: OVCAR-4 ovarian cancer cells; 3.7% of 80,000 active
A498: A498 renal cancer cells. 5.4% of 76,000 active
OVCAR-3: OVCAR-3 ovarian cancer; 7% of 79,000 active; AID 1794787
CAKI-1: CAKI-1 renal cancer | 4.7% of 75,000 active
RXF 393: RXF 393 renal cancer cells | 6.9% of 77,000 active | AID 1794773
* marks the source's active call; other numbers are inactive results; . = no result given; & = joins results of further samples. The calls were made as follows: active = growth percent below 10; inactive = the rest. An unsorted share of the library; about 10% have a hit in one of these screens.

SMILES	OVCAR-5	OVCAR-8	ACHN	OVCAR-4	A498	OVCAR-3	CAKI-1	RXF 393
CCc1cccc(CC)c1NC(=O)c1ccc(CN2CCc3ccccc3C2)cc1	110	92	103	106	98	100	93	95
CNc1ccc(Nc2ccc(S(=O)(=O)O)cc2)c2c1C(=O)c1ccccc1C2=O	99	101	99	109	113	121	92	104
NS(=O)(=O)c1ccc(-n2ncc(NC(=O)Nc3ccc(S(=O)(=O)Nc4nccs4)cc3)c2-c2ccccc2)cc1	99	102	96	101	112	111	.	120
[B-][N+](CC)(CC)c1ccccc1	87	112	95	103	108	112	.	115
O=C(Nc1ccc(Oc2cccc(F)c2)c(Cl)c1)c1ccncc1	104	66	55	46	59	75	66	107
COc1ccc(-c2nn(-c3cccc(NS(=O)(=O)c4ccc(C)cc4)c3)cc2-c2ccncc2)cc1Cl	108	91	97	91	75	87	76	.
COc1ncc(-c2ccc3ncnc(Nc4cccc(Cl)c4)c3c2)cc1NS(=O)(=O)C1CC1	28	42	24	35	16	20	28	1.0*
ONc1ccc(-c2cnc(Cc3ccc4c(c3)OCO4)o2)cc1	102	112	122	108	132	113	94	155
COc1cc(OC)c(/C=C/C(=O)c2c(OC)cccc2OC)c(OC)c1	4.8*	24	20	68	21	-42*	15	-61*
COC(=O)c1nc(=S)[nH]c(C(=O)OC)c1C(=O)c1ccc(N2CCN(c3ccc(C(=O)c4c(C(=O)OC)nc(=S)[nH]c4C(=O)OC)cc3)CC2)cc1	114	114	113	108	105	120	96	110
COc1ccc(-c2cc(C(=O)N=Nc3c(O)[nH]c4ccc(Cl)cc34)c3ccccc3n2)cc1	42	22	-7.0*	24	148	44	45	133
COc1ccccc1-c1ccc(N2CCCC2)nn1	107	103	115	102	112	75	95	106
N#Cc1c(-c2ccccc2)nc(N2CCN(c3ccc(Cl)cc3)CC2)[nH]c1=O	106	102	98	100	103	111	95	100
Nc1ccc(-c2nnc(NC(=O)c3ccccc3)s2)cc1	100	108	96	113	104	110	96	104
CC(C)CSc1nc(NCCc2c[nH]c3ccccc23)c(C#N)c(-c2ccccc2)n1	86	77	69	77	68	93	51	32
Cc1ccc(S(=O)(=O)N2CCc3ccc(O)c4c3C2CCc2ccccc2-4)cc1 (stereo not drawn)	110	99	93	106	111	99	88	117
Cc1cc(C(NC(=O)CCCCCNc2cccc3c2C(=O)N(C2CCC(=O)NC2=O)C3=O)c2cccnc2)c(O)c2ncccc12 (stereo not drawn)	50	11	36	19	.	14	14	17
CN(/C(N)=N/N=C(\c1ccccc1)c1ccccn1)C1CCCCC1	100	106	107	116	95	102	102	112
COc1cc(C(=O)OCCC(C)C)cc(OC)c1O	101	92	93	83	111	97	85	138
O=C(Nc1ccccc1)NS(=O)(=O)c1c[nH]c(=S)[nH]c1=O	113	95	108	105	112	110	.	127
CCOC(=O)C(=O)CC(C)=O	112	101	109	123	93	105	105	122
COc1ccc(/C(=C\c2cc(OC)c(OC)c(OC)c2)C(=O)Nc2nc3ccc(Cl)cc3s2)cc1	97	94	103	104	97	.	83	109
O=C(COc1ccc(NC(=O)Nc2ccc(Cl)cc2)cc1)N/N=C/c1ccc(O)cc1	94	103	102	104	102	106	88	110
O=c1ccc2cc(-n3cc(CO)nn3)ccc2o1	102	101	98	112	127	.	93	109
Nc1nc(SCc2ccccc2)cc(SCc2ccccc2)n1	107	104	102	104	97	113	79	121

(more compounds)
SMILES	OVCAR-5	OVCAR-8	ACHN	OVCAR-4	A498	OVCAR-3	CAKI-1	RXF 393
Cc1ccc(C(=O)Nc2ccc3c(c2)/C(=C/c2ccc(C)s2)C(=O)N3C)cc1	103	84	79	78	100	86	79	87
CCN(CC)CCC(CNc1ccnc2cc(Cl)ccc12)c1ccc(OC)cc1 (stereo not drawn)	89&76	46&64	33&38	47&30	29&38	81&84	22&56	38&34
CC(=O)c1ccc(OCc2cn(CC(=O)Nc3nc4ccccc4s3)nn2)cc1	100	101	105	117	116	105	91	110
CN(Cc1ccccc1)c1nc(Cl)c(C2CC(c3ccc4c(c3)OCO4)=NN2c2cc(Cl)cc(Cl)c2)s1 (stereo not drawn)	106	105	97	90	115	103	84	109
O=C(CNc1nc(-c2ccccc2)cs1)Nc1ccccc1	-67*	10	-27*	35	-4.9*	-12*	5.5*	.
Nc1nc(CSCC(=O)N/N=C/c2ccccc2F)nc(Nc2ccccc2F)n1	102	99	106	92	68	102	86	107
C[C@H](C(=O)N(CCc1ccc(Cl)c(Cl)c1)Cc1cncs1)[C@@H]1CC[C@H](C[C@H](C)n2cc(CN3CCC(c4ccc(Cl)cc4)CC3)nn2)O1	97	91	102	93	108	105	88	103
Cc1cc(C)nc(NS(=O)(=O)c2ccc(NC(=O)Nc3cc(Cl)ccc3Cl)cc2)n1	94	93	104	100	77	105	90	101
O=CN1N=C(c2ccc(Cl)cc2)CC1c1cn(-c2ccccc2)nc1-c1ccc(Cl)cc1 (stereo not drawn)	83	96	102	132	81	111	94	102
N#Cc1ccccc1F	92	107	93	107	116	119	96	115
O=C1CCN=C2C=CC(Cl)=CN12	112	111	106	109	111	108	102	127
O=C(CSc1ccc(Cl)cc1)NC(O)C(Cl)(Cl)Cl (stereo not drawn)	102	112	105	110	87	115	94	102
O=C(/C=C/c1ccccc1)c1ccc(NC(=O)c2cc3cc4ccccc4nc3s2)cc1	94	82	82	32	92	99	82	83
O=c1cc(O)n(C2=NCCN2)[nH]1	122	101	112	113	103	108	109	.
CC(=O)C(Cc1ccc(Cl)cc1)c1ccccc1 (stereo not drawn)	105	97	107	99	.	121	94	.
CCSc1nnc(-c2cnn3c2NC(c2ccccc2)C3)n1-c1ccccc1 (stereo not drawn)	111	95	101	100	105	101	86	114
CSc1nc2ccc(C)cc2cc1/C=C1/C=C(c2ccccc2)OC1=O	99	103	95	103	99	100	94	113
NCc1ccc(Cl)c(Cl)c1	89	86	100	99	113	109	100	104
CC(C)/C=C/CC[C@](C)(O)[C@H]1CC[C@]2(C)[C@@H]1CC[C@@H]1[C@@]3(C)C/C(=C/c4ccncc4)C(=O)C(C)(C)[C@@H]3CC[C@]12C	101	61	87	61	82	80	51	73
C=CC(=O)Nc1ccc2ncnc(Nc3cccc(NS(=O)(=O)CCC)c3Cl)c2c1	36	48	29	67	-14*	13	23	15
CCOc1ccc(NC(=O)CSc2nc3ccccc3c(=O)n2CCc2ccccc2)cc1	94	71	88	101	102	110	88	.
Cc1sc2ccccc2[n+]1C	110	105	104	94	95	121	105	116
O=C1COCCN1c1ccc(Nc2nc(Cl)nc(OCc3cn(Cc4ccccc4)nn3)n2)cc1	105	80	101	83	92	89	84	91
Cc1cccc(NC(=O)CCc2ccc(N3C(N)=NC(N)=NC3(C)C)cc2)c1	47	48	101	52	95	66	.	.
C=C(C)[C@@H]1CC[C@]2(C(=O)O)CC[C@]3(C)[C@H](CC[C@@H]4[C@@]5(C)Cc6cc(Cc7ccccc7)oc6C(C)(C)[C@@H]5CC[C@]43C)[C@@H]12	105	72	76	89	88	85	.	117

An excerpt from further up, as a working copy:
SMILES	OVCAR-5	OVCAR-8	ACHN	OVCAR-4	A498	OVCAR-3	CAKI-1	RXF 393
C=CC(=O)Nc1ccc2ncnc(Nc3cccc(NS(=O)(=O)CCC)c3Cl)c2c1	36	48	29	67	-14*	13	23	15
CCOc1ccc(NC(=O)CSc2nc3ccccc3c(=O)n2CCc2ccccc2)cc1	94	71	88	101	102	110	88	.
Cc1sc2ccccc2[n+]1C	110	105	104	94	95	121	105	116
O=C1COCCN1c1ccc(Nc2nc(Cl)nc(OCc3cn(Cc4ccccc4)nn3)n2)cc1	105	80	101	83	92	89	84	91
Cc1cccc(NC(=O)CCc2ccc(N3C(N)=NC(N)=NC3(C)C)cc2)c1	47	48	101	52	95	66	.	.
C=C(C)[C@@H]1CC[C@]2(C(=O)O)CC[C@]3(C)[C@H](CC[C@@H]4[C@@]5(C)Cc6cc(Cc7ccccc7)oc6C(C)(C)[C@@H]5CC[C@]43C)[C@@H]12	105	72	76	89	88	85	.	117

Continuation:
SMILES	OVCAR-5	OVCAR-8	ACHN	OVCAR-4	A498	OVCAR-3	CAKI-1	RXF 393
CC(C)OC(=S)Nc1ccccc1	98	99	103	96	95	105	96	117
CCOC(=O)CC[C@H](NC(=O)c1ccc(CNc2nc3cc(C(F)(F)F)ccc3nc2C(=O)OCC)cc1)C(=O)OCC	69	70	94	51	.	85	75	67
Cc1ccc(S(=O)(=O)NCCC(CC(C)c2cc3ccccc3o2)OCc2ccccc2)cc1 (stereo not drawn)	97	104	103	111	110	120	94	125
CC(=O)Oc1cc(OC(C)=O)cc(C(=O)Nc2ccc(C(C)C)cc2)c1	106	108	111	103	89	94	99	.
CN(C)C1(Cc2ccccc2)c2ccccc2-c2ccccc21	99	102	102	88	91	118	82	90
CCOC(=O)c1sc2nc(-c3cc4ccccc4o3)cc(-c3ccc(Cl)cc3)c2c1N	112	112	81	101	98	103	.	124
C=CCCCOC(=O)c1nn(C(C)=O)c2ccccc12	103	103	111	99	95	109	90	115
C/C=C/C(=O)OC1CCCC1	107	105	108	96	81	110	98	107
CCOC(=O)CCC(=O)Oc1ccc2c(c1)C(=O)c1ccc(OC(=O)CCC(=O)OCC)cc1C2=O	88	103	99	97	90	109	103	103
CN1CCN(Cc2ccc(NC(=O)c3nc4ccc5[nH]ncc5c4c4c3CCCC4)cc2C(F)(F)F)CC1	37	-74*	-79*	-40*	93	-80*	-47*	-97*
NC(Cc1ccc(O)c([N+](=O)[O-])c1)C(=O)O (stereo not drawn)	107	103	99	95	105	105	94	108
OCC(I)CO	105	111	104	105	104	107	108	108
Cc1nc([P+](c2ccccc2)(c2ccccc2)c2ccccc2)c(Sc2sc(-c3ccccc3)nc2[P+](c2ccccc2)(c2ccccc2)c2ccccc2)o1	41	8.8*	17	-1.8*	-9.7*	-1.4*	15	27
CCSc1nc(-c2ccc(Br)cc2)c(C#N)c(=O)[nH]1	104	108	88	103	99	120	107	110
Cc1cc(C)n(-c2ccc3nnc(-c4ccccc4)n3n2)n1	128	97	104	93	107	92	75	91
O=C(O)c1cccc(Br)c1	99&100	100&108	108&107	105&99	83&100	105&100	99&102	107&108
COc1ccc(/C=N/c2n[nH]c(Nc3ccccc3)n2)cc1	109	106	106	103	106	127	93	120
COc1ccc(/C(C)=N/N=C2C(=O)N(Cc3ccccc3)c3ccc(Cl)cc32)cc1S(N)(=O)=O	94	71	83	72	112	82	71	66
COc1cccc2c1C(=O)c1c(OC)cccc1C2=O	105	94	97	101	82	112	102	105
O=C(Nc1ccc(Cl)c(Cl)c1)NC(CO)(CO)CO	95	97	98	110	84	104	91	100
COc1ccc(C2SCC(=O)N2c2nnc(Cn3cnnc3)o2)cc1 (stereo not drawn)	90	.	93	102	111	101	96	.
O=C1C(Cl)=C(Nc2cccc(C(F)(F)F)c2)C(=O)N1c1ccc(O)cc1	84	90	93	98	112	108	91	98
COc1ccc(C2CCCCC2=O)cc1 (stereo not drawn)	97	103	99	103	100	121	105	110
O=c1[nH]c2ccc(Oc3ncccn3)cc2c(=O)n1Cc1cccc(NC(=S)Nc2ccc(F)cc2)c1	95	90	90	92	82	96	101	104
COc1cc(-c2ccc(C)n2-c2ccc(-c3nc4cc(OC)c(OC)c(OC)c4s3)cc2)cc(OC)c1OC	94	86	82	92	66	91	44	87

Following part
SMILES	OVCAR-5	OVCAR-8	ACHN	OVCAR-4	A498	OVCAR-3	CAKI-1	RXF 393
O=C(O)CCCCNC(=O)c1ccccc1	116	108	115	108	91	.	107	.
Cc1ccc(C2(O)CCCCC2)cc1	95	97	107	.	104	102	99	101
[O-]/[N+](=C\c1ccc(-n2cc(Cc3cc(Cc4cn(-c5ccc(/C=[N+](/[O-])c6ccccc6)cc5)nn4)c(Cc4cn(-c5ccc(/C=[N+](\[O-])c6ccccc6)cc5)nn4)cc3Cc3cn(-c4ccc(/C=[N+](/[O-])c5ccccc5)cc4)nn3)nn2)cc1)c1ccccc1	104	100	101	111	94	113	100	112
O=C(CCl)OCCOc1ccccc1	93	104	98	115	80	103	94	106
C#CCOc1ccc(C(Nc2ccc(F)cc2F)c2nnnn2C2CCCCC2)cc1 (stereo not drawn)	90	96	97	88	.	113	57	90
CCCCn1c(=O)[nH]c(N)c([C@@H]2c3c([nH]c(=O)n(CCCC)c3=O)Oc3ccc4ccccc4c32)c1=O	92	7.2*	2.1*	86	101	-92*	51	100
Cn1cc(-c2nc(-c3c[nH]c4c(Cl)nccc34)cs2)c2cc(Br)ccc21	98	80	76	90	72	111	92	96
CCOC(=O)c1cc(C(=O)c2ccc(Br)cc2)n2ccc(/C=C/c3ccn4c(C(=O)c5ccc(Br)cc5)cc(C(=O)OCC)c4c3)cc12	110	103	97	110	108	107	88	114
Cc1cccc(N2C(=O)/C(=C/C(Cl)=C/c3ccc([N+](=O)[O-])cc3)SC2=S)c1C	23	9.9*	-84*	20	61	-21*	36	-34*
CC(=O)/C(=C/c1ccc(-c2ccccc2)cc1)C(=O)c1ccccc1	106	85	88	86	96	89	91	91
O=[N+]([O-])C1CCCCC1	100	98	104	107	98	117	101	121
O=C(c1ccc(O)cc1O)c1ccc(O)cc1O	103	111	117	111	115	129	106	140
CC(N)c1nnc2n(Cc3ccccc3)c(=O)c3c4c(sc3n12)CCCC4 (stereo not drawn)	91	94	111	101	98	106	97	83
Cc1cccc(NC2=C(Cl)C(=O)c3nc(C)ccc3C2=O)c1	-43*	6.0*	-98*	-98*	42	-32*	-33*	-20*
CC(=O)/C(=C/c1ccccc1Br)C(=O)c1ccccc1	92	75	85	73	96	67	94	91

Retrieved one by one from the list above, two records:
SMILES	OVCAR-5	OVCAR-8	ACHN	OVCAR-4	A498	OVCAR-3	CAKI-1	RXF 393
CCOC(=O)c1cc(C(=O)c2ccc(Br)cc2)n2ccc(/C=C/c3ccn4c(C(=O)c5ccc(Br)cc5)cc(C(=O)OCC)c4c3)cc12	110	103	97	110	108	107	88	114
CC(=O)/C(=C/c1ccc(-c2ccccc2)cc1)C(=O)c1ccccc1	106	85	88	86	96	89	91	91
